Cardiac RTF inh – cardiac RTF calcium sensitivity inhibitors, primary screen, biochemical, IANBD-TnC fluorescence, EC70 calcium; AID 493244, 2011; hit rate 0.12% among 340,000; inhibition, % at 7.15 µM; Troponin I, cardiac muscle (Homo sapiens) + Troponin T, cardiac muscle (Homo sapiens) + …; IANBD-labeled cardiac RTF, Ca2+ fluorescence;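 active means inhibition above the mean inhibition of all tested compounds plus 3 SD, cut at about 17% in these data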;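 further: assay run at fixed EC70 calcium of 1.6 mM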
V-ATPase pHluor – regulators of yeast V-ATPase proton pumping, primary screen, pHLuorin cytosolic pH fluorescence; response, % at 10 µM; AID 504577, 2011; hit rate 0.37% among 350,000; S. cerevisiae; in the data active means response mostly above about 7.3%, no sharp cut-off; inactive means mostly below about 5.4%; further: actives read high; inactives centre near 0; some compounds called inactive have numbers as strong as hits; reference of the scale not given here
OPRM1-OPRD1 ag – agonists of OPRM1-OPRD1 heterodimerization, primary screen, cell-based, luminescence. Mu-type opioid receptor (Homo sapiens) + Delta-type opioid receptor (Homo sapiens), …. cells. activation, % at 9.3 µM. hit rate 0.3% among 340,000. AID 504326, 2011; in the data active means activation above about 18%;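 further: 0% = vehicle-treated cells and 100% = reference agonist; values of inactives mirror those of a sister screen read the other way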
Arr AP2 block – inhibitors of beta-arrestin/AP2 binding, primary screen, biochemical, GPCR trafficking, flow cytometry; FITC-arrestin peptide / GST-AP2 beads; AP2 beta2 appendage carries R879A mutation; inhibition, % at 10 µM; hit rate 0.31% among 340,000; beta-arrestin 1 C-terminal peptide binding to AP2 beta2-adaptin appendage (human); AID 504490, 2011;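 active means inhibition above a set limit, near 3 SD of compounds lacking own fluorescence, cut at about 54% in these data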;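 further: plate controls were DMSO wells for no effect and 5 µM unlabelled arrestin peptide for full effect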
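Assay system: GST-AP2 R879A bound to glutathione beads, E. coli-expressed; Medium: PBS with 0.05% Tween 20 and 0.1% BSA; Also added: fluorescein-tagged arrestin peptide at 50 nM final; Timing: 12 min plus 1 h, RT; Measured by: flow cytometry, FL1 (488/535 nm); Evaluation: percent drop in bead-associated FITC signal.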
LANA DNA inh – inhibitors of KSHV C-LANA binding to DNA, primary screen, biochemical, fluorescence polarization, FAM-LBS DNA, MBP-C-LANA, single point. Kaposi's sarcoma herpesvirus LANA C-terminal domain (residues 932-1162) DNA binding. inhibition, % at 9 µM. hit rate 0.078% among 340,000. AID 504423, 2011;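 active means highest replicate inhibition at or above 60% at 9 µM, even if other replicates fall short; inactive means all replicates below 60% inhibition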;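 further: 0% = neutral control wells and 100% = 4 µM acridine orange control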
Keap1-Nrf2 PPI – Keap1-Nrf2 protein-protein interaction inhibitors, primary screen, biochemical, fluorescence polarization, single point. Kelch-like ECH-associated protein 1 (Homo sapiens), Q14145. Keap1 Kelch-Nrf2 peptide fluorescence polarization, 1536-well. inhibition, % at 9.4 µM. hit rate 0.15% among 340,000. AID 504523, 2011; in the data active means inhibition above about 12%;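 further: human Keap1 Kelch domain with fluorescein labeled Nrf2 9mer peptide probe; 0% = neutral control wells and 100% = peptide positive control; higher means more block of Keap1 binding to Nrf2 peptide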
OPRM1-OPRD1 inv – inverse agonists of MOR-DOR heterodimerization, primary screen, cell-based, luminescence; hit rate 0.21% among 340,000; AID 504357, 2011; inhibition, % at 9.3 µM; cell-based MOR-DOR heterodimer luminescence, inverse agonism; Mu-type opioid receptor (Homo sapiens) + Delta-type opioid receptor (Homo sapiens), …; in the data active means inhibition above about 22%, passing the limit was not always enough;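 further: 0% = cells with DMSO and 100% = wells without cells with DMSO; values of inactives mirror those of a sister screen read the other way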
DSG3 Ab inh – inhibitors of pemphigus antibody binding to DSG3, primary screen, biochemical, bead-based, flow cytometry, scFv-GFP; binding (percent of control), % at 10 µM; DSG3-coupled beads, scFv-anti-DSG3-GFP binding; hits give low values; hit rate 0.48% among 310,000; Desmoglein-3 (Homo sapiens), P32926;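 active means binding more than 3 SD below its plate's average and above zero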;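 further: hits lower antibody fragment binding to DSG3; some compounds called inactive have numbers as strong as hits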
Target sequence (P32926 whole entry, looked up, the tested form may be a part): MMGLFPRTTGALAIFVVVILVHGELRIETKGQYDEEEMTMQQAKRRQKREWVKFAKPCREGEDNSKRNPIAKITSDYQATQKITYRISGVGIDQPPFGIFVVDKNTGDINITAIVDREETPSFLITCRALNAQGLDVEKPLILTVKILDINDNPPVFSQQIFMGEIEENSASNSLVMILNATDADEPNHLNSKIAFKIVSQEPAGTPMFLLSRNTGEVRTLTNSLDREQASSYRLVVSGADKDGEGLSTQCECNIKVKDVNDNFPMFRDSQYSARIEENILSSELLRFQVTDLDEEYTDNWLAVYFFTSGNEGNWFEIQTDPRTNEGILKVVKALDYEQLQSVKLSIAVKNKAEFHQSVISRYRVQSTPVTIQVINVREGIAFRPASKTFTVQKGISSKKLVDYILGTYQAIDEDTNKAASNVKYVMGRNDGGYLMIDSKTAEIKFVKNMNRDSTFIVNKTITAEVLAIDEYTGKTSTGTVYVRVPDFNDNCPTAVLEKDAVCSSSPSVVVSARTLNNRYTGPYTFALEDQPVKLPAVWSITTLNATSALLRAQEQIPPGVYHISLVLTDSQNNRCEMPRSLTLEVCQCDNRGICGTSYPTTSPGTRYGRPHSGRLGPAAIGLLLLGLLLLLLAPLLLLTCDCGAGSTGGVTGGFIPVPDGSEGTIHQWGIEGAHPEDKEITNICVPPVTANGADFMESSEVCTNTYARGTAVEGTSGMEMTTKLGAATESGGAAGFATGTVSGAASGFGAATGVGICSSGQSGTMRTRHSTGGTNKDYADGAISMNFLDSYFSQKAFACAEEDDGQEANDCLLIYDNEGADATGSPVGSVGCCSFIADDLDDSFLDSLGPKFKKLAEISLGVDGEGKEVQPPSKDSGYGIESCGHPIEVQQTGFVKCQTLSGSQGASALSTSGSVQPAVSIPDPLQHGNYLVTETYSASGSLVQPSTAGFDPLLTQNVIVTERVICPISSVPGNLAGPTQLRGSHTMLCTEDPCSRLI
Wnt act – Wnt/beta-catenin pathway activators, primary screen, cell-based, plate reader, single point. Wnt/beta-catenin reporter cell assay, activator. activation, % at 9.35 µM. hit rate 1.2% among 300,000; in the data active means activation above about 30%, passing the limit was not always enough;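 further: 0% = neutral control wells and 100% = positive control wells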
cardiac RTF act – cardiac RTF calcium sensitivity activators, primary screen, biochemical, IANBD-TnC fluorescence, EC20 calcium; Troponin I, cardiac muscle (Homo sapiens) + Troponin T, cardiac muscle (Homo sapiens) + …; IANBD-labeled TnC RTF fluorescence at EC20 calcium; 0% EC20 calcium, 100% full calcium; activation, % at 7.2 µM; hit rate 0.24% among 340,000; AID 493008, 2010;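 active means activation above the mean over all tested compounds plus 3 SD, cut at about 30% in these data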;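 further: rise in fluorescence read as greater calcium sensitivity of cardiac thin filaments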
Numbers without * were called inactive.

For CC(C)(CN1CCc2ccccc2C1)NS(=O)(=O)c1ccc(Cl)cc1 the results were Cardiac RTF inh -18.9, V-ATPase pHluor 3.8, OPRM1-OPRD1 ag 1.8, Arr AP2 block 6.8, LANA DNA inh 1.1, Keap1-Nrf2 PPI -0.5, OPRM1-OPRD1 inv -9.6, DSG3 Ab inh 75.8, Wnt act -0.1 and cardiac RTF act 17.9.
`COc1ccccc1[C@H]1C(c2cccc(C)c2)=NN(c2ccccc2)[C@@H]1CO` gave Cardiac RTF inh -2.0, V-ATPase pHluor -0.4, OPRM1-OPRD1 ag 1.7, Arr AP2 block 20.1, LANA DNA inh -1.7, Keap1-Nrf2 PPI 0.6, OPRM1-OPRD1 inv -8.7, DSG3 Ab inh 104.7, Wnt act -5.9 and cardiac RTF act -0.5.
Cc1cccc2cc(CN(Cc3ccc(F)cc3)C(=O)N3CCOCC3)c(=O)[nH]c12 was read as Cardiac RTF inh 1.1, V-ATPase pHluor 0.9, OPRM1-OPRD1 ag -1.1, Arr AP2 block -12.9, LANA DNA inh -0.4, Keap1-Nrf2 PPI 3.8, OPRM1-OPRD1 inv 6.7, DSG3 Ab inh 102.9, Wnt act -1.3 and cardiac RTF act 1.1.
`COc1ccc(NC(=O)CC2C(=O)N(c3cccc(OC)c3)C(=O)N2C(C)C)cc1` (centres undefined) gave Cardiac RTF inh -0.4, V-ATPase pHluor -1.7, OPRM1-OPRD1 ag -2.0, Arr AP2 block -0.7, LANA DNA inh 0.9, Keap1-Nrf2 PPI -0.8, OPRM1-OPRD1 inv 12.0, DSG3 Ab inh 98.3, Wnt act 2.3 and cardiac RTF act -0.1.
`Cc1cc(C)c(C)c(S(=O)(=O)NC(C)C(=O)O)c1C` (centres undefined) gave Cardiac RTF inh -1.6, V-ATPase pHluor -1.1, OPRM1-OPRD1 ag -1.1, Arr AP2 block 31.4, LANA DNA inh -0.5, Keap1-Nrf2 PPI -3.7, OPRM1-OPRD1 inv 5.7, DSG3 Ab inh 98.6, Wnt act 8.9 and cardiac RTF act -5.9.
For C=CCSc1nc2sc3c(c2c(=O)[nH]1)CC(C)(CC)OC3 (centres undefined) the results were Cardiac RTF inh -6.3, V-ATPase pHluor 3.6, OPRM1-OPRD1 ag 2.4, Arr AP2 block 8.7, LANA DNA inh 2.7, Keap1-Nrf2 PPI -6.2, OPRM1-OPRD1 inv -10.8, DSG3 Ab inh 89.2, Wnt act 2.9 and cardiac RTF act -0.3.
Screening ClC1(Cl)CC1CSc1nnc(-c2ccncc2)o1 (centres undefined) returned Cardiac RTF inh -3.8, V-ATPase pHluor -0.6, OPRM1-OPRD1 ag -3.0, Arr AP2 block -11.6, LANA DNA inh 3.2, Keap1-Nrf2 PPI -1.2, OPRM1-OPRD1 inv 14.6, DSG3 Ab inh 121.5, Wnt act 8.4 and cardiac RTF act -2.4.
For Cc1ccc2c(c1)COc1c3ccc(C(=O)N4CCOCC4)cc3nn1-2 the results were Cardiac RTF inh 8.6, V-ATPase pHluor 2.2, OPRM1-OPRD1 ag -2.1, Arr AP2 block 11.7, LANA DNA inh 0.6, Keap1-Nrf2 PPI -6.5, OPRM1-OPRD1 inv 12.0, DSG3 Ab inh 99.7, Wnt act 42.8* and cardiac RTF act 0.8.
COc1ccc(Cl)cc1C(=O)Nc1ccc(NC(C)=O)cc1 was read as Cardiac RTF inh -4.1, V-ATPase pHluor 4.2, OPRM1-OPRD1 ag -1.1, Arr AP2 block -8.7, LANA DNA inh -0.1, Keap1-Nrf2 PPI -10.4, OPRM1-OPRD1 inv 5.5, DSG3 Ab inh 97.7, Wnt act -2.0 and cardiac RTF act 1.6.
`Cc1cc(C)c(S(=O)(=O)N2CCN(C(=O)c3cc4ccccc4o3)CC2)c(C)c1` gave Cardiac RTF inh -2.4, V-ATPase pHluor -0.4, OPRM1-OPRD1 ag -0.7, Arr AP2 block 7.0, LANA DNA inh 0.0, Keap1-Nrf2 PPI -5.8, OPRM1-OPRD1 inv 4.5, DSG3 Ab inh 102.9, Wnt act -3.9 and cardiac RTF act 4.7.
For O=C(CSC1=NCCS1)Nc1nc2c(s1)CCCC2 the results were Cardiac RTF inh -3.5, V-ATPase pHluor -3.0, OPRM1-OPRD1 ag -1.5, Arr AP2 block 28.3, LANA DNA inh -0.3, Keap1-Nrf2 PPI -5.0, OPRM1-OPRD1 inv 7.5, DSG3 Ab inh 95.0, Wnt act 21.1 and cardiac RTF act 0.3.
Screening CN(C)CCOC(=O)/C(=C/c1cn(C)c2ccccc12)NC(=O)c1ccccc1 returned Cardiac RTF inh -3.6, V-ATPase pHluor -4.7, OPRM1-OPRD1 ag -1.0, Arr AP2 block 38.1, LANA DNA inh -1.1, Keap1-Nrf2 PPI -5.9, OPRM1-OPRD1 inv 5.2, DSG3 Ab inh 111.2, Wnt act 1.3 and cardiac RTF act 0.4.
For O=C1ON=C(c2ccccc2)/C1=C/c1ccc(O)c(O)c1 the results were Cardiac RTF inh -8.3, V-ATPase pHluor -0.7, OPRM1-OPRD1 ag -1.8, Arr AP2 block 4.8, LANA DNA inh 1.3, Keap1-Nrf2 PPI -6.5, OPRM1-OPRD1 inv 9.1, DSG3 Ab inh 89.6, Wnt act 4.9 and cardiac RTF act 5.8.
For COc1ccc(NC(=O)COC(=O)CCCc2c[nH]c3ccccc23)cc1OC the results were Cardiac RTF inh -6.7, V-ATPase pHluor -0.8, OPRM1-OPRD1 ag 0.7, Arr AP2 block -1.6, LANA DNA inh -0.2, Keap1-Nrf2 PPI -8.7, OPRM1-OPRD1 inv -3.9, DSG3 Ab inh 102.4, Wnt act -2.8 and cardiac RTF act 3.7.
For Cc1cc(NC(=O)CCCn2nc([N+](=O)[O-])c(Cl)c2C)no1 the results were Cardiac RTF inh 0.8, V-ATPase pHluor 5.6, OPRM1-OPRD1 ag -1.9, Arr AP2 block 7.9, LANA DNA inh 0.6, Keap1-Nrf2 PPI 1.5, OPRM1-OPRD1 inv 9.7, DSG3 Ab inh 102.3, Wnt act 3.4 and cardiac RTF act -1.4.
For CC(=O)N1CSCC1C(=O)NNS(=O)(=O)c1cccc(C(F)(F)F)c1 (centres undefined) the results were Cardiac RTF inh -3.6, V-ATPase pHluor 0.4, OPRM1-OPRD1 ag -2.6, Arr AP2 block -6.4, LANA DNA inh -0.2, Keap1-Nrf2 PPI -4.4, OPRM1-OPRD1 inv 13.5, DSG3 Ab inh 110.8, Wnt act -0.5 and cardiac RTF act -4.2.
O=C(Nc1cccc(F)c1)c1ccc(S(=O)(=O)NCC2CCCO2)cc1 (centres undefined) was read as Cardiac RTF inh -0.5, V-ATPase pHluor 1.5, OPRM1-OPRD1 ag 0.4, Arr AP2 block 0.1, LANA DNA inh 2.5, Keap1-Nrf2 PPI -3.8, OPRM1-OPRD1 inv -2.4, DSG3 Ab inh 101.6, Wnt act 8.8 and cardiac RTF act -0.9.
Screening COc1ccc(N(CC(=O)Nc2ccc(S(=O)(=O)N3CCCC3)cc2)S(C)(=O)=O)cc1OC returned Cardiac RTF inh -7.2, V-ATPase pHluor -0.4, OPRM1-OPRD1 ag -3.6, Arr AP2 block -6.5, LANA DNA inh 0.6, Keap1-Nrf2 PPI -0.1, OPRM1-OPRD1 inv 18.4, Wnt act -4.1 and cardiac RTF act 6.0.
COc1ccc(OC)c(CC(NC(C)=O)C(=O)NC2CCN(c3nc(OC)nc(OC)n3)CC2)c1 (centres undefined) was read as Cardiac RTF inh -3.6, V-ATPase pHluor 0.7, OPRM1-OPRD1 ag -2.6, Arr AP2 block 12.7, LANA DNA inh 0.3, Keap1-Nrf2 PPI 0.8, OPRM1-OPRD1 inv 13.2, DSG3 Ab inh 95.5, Wnt act -1.6 and cardiac RTF act 1.7.
`C/C(=N\NC(=O)OC(C)(C)C)c1ccc[nH]1` gave Cardiac RTF inh -0.5, V-ATPase pHluor -0.2, OPRM1-OPRD1 ag -2.5, Arr AP2 block -8.6, LANA DNA inh -1.7, Keap1-Nrf2 PPI -6.3, OPRM1-OPRD1 inv 11.9, DSG3 Ab inh 105.5, Wnt act 12.9 and cardiac RTF act 9.8.
`O=[N+]([O-])c1ccc2c(c1)S(=O)c1ccccc1-2` (centres undefined) gave Cardiac RTF inh -6.1, V-ATPase pHluor -3.5, OPRM1-OPRD1 ag 10.3, Arr AP2 block -6.1, LANA DNA inh 0.0, Keap1-Nrf2 PPI -7.1, OPRM1-OPRD1 inv -51.6, DSG3 Ab inh 116.3, Wnt act -0.4 and cardiac RTF act 4.4.
Screening CCC(C)Nc1nc2c(c(=O)[nH]c(=O)n2C)n1CCC(C)C (centres undefined) returned Cardiac RTF inh -2.5, V-ATPase pHluor -5.0, OPRM1-OPRD1 ag -0.2, Arr AP2 block 17.9, LANA DNA inh -0.6, Keap1-Nrf2 PPI 3.4, OPRM1-OPRD1 inv 1.4, DSG3 Ab inh 107.8 and cardiac RTF act 11.5.
For CCCCCCCOC(=O)C[N+](C)(C)CCOC1CC2CCC1(C)C2(C)C (centres undefined) the results were Cardiac RTF inh -3.5, V-ATPase pHluor -0.9, OPRM1-OPRD1 ag 4.9, Arr AP2 block 2.3, LANA DNA inh 1.3, Keap1-Nrf2 PPI -0.3, OPRM1-OPRD1 inv -35.1, DSG3 Ab inh 112.4, Wnt act -7.2 and cardiac RTF act -4.6.
COc1ccc(CCNS(=O)(=O)CCNC(=O)c2ccc3c(c2)OCO3)cc1OC was read as Cardiac RTF inh 7.0, V-ATPase pHluor 1.0, OPRM1-OPRD1 ag -1.8, Arr AP2 block -6.3, LANA DNA inh 3.1, Keap1-Nrf2 PPI 0.5, OPRM1-OPRD1 inv 11.3, DSG3 Ab inh 97.6, Wnt act -0.8 and cardiac RTF act -0.3.
O=C(CSc1nc2ccccc2[nH]1)NC1CCS(=O)(=O)C1 (centres undefined) was read as Cardiac RTF inh -8.3, OPRM1-OPRD1 ag 0.9, Arr AP2 block 10.4, LANA DNA inh 2.2, Keap1-Nrf2 PPI -0.3, OPRM1-OPRD1 inv -4.8, DSG3 Ab inh 86.9 and cardiac RTF act -1.4.
